Screens (PubChem)
DDE Tn6 FP inh: DD(E)-Tn6 binding inhibition, primary FP screen | P02675 | Fibrin DD(E) TRITC-Tn6 fluorescence polarization displacement | inhibition, % at 8.3 µM | 370,000 tested, 0.21% active | AID 720509;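 active means inhibition above a per-campaign cutoff: mean of compounds within control limits plus 3 SD, cut at about 15% in these data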;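 further: 0% = median of all compound wells on the plate and 100% = blocking peptide control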
SIAE primary: inhibitors of human sialic acid acetylesterase SIAE; SIAE FP-Rh probe binding, fluorescence polarization; inhibition, % at 9.66 µM; AID 1053197; 370,000 tested, 0.69% active;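 active means inhibition above a cutoff: mean of compounds within the control limits plus 3 SD of those, cut at about 17% in these data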;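 further: 0% = plate median of compound wells and 100% = probe without SIAE protein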
TCR-CD3 inh: human TCR-CD3 binding inhibition | TAMRA-labeled TCR probe fluorescence, biochemical | inhibition, % at 9.4 µM | 360,000 tested, 0.37% active; in the data active means inhibition above about 19%;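 further: recombinant mutant TCR 2C K166C tagged with TAMRA read by polarization; 0% = receptor in buffer alone and 100% = receptor with positive control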
Tn7 DDE FP: DD(E)-Tn7 binding inhibition, primary FP screen. P02675. FP displacement of FITC-Tn7 peptide from fibrin DD(E); 0% = median of compound wells per plate. inhibition, % at 8.3 µM. 370,000 tested, 0.13% active. AID 720508;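 active means inhibition above the mean of compounds falling within the control limits plus 3 SD of them, cut at about 14% in these data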;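 further: 0% = plate median of compound wells and 100% = 10 µM Aha-Tn7 peptide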
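Test system – human fibrin DD(E) · Times – 10 min preincubation, 3 h with tracer, room temperature · Detection – fluorescence polarization of the labelled Tn7 tracer · Measure – percent inhibition normalized to high-control wells · Benchmarks – high control wells with 10 µM unlabelled Aha-Tn7 peptide (full inhibition) · Repeats – singlicate testing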
TDP2 inh: blocks human TDP2 phosphodiesterase activity | O95551 | recombinant TDP2, T5PNP hydrolysis, p-nitrophenol absorbance 415 nm | inhibition, % at 12.8 µM | 370,000 tested, 0.34% active | AID 720702;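 active means inhibition above the mean of all tested compounds plus 3 SD, set per campaign, cut at about 25% in these data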;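 further: 0% = DMSO with enzyme and 100% = buffer with substrate but no TDP2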
Target sequence (O95551 whole entry, looked up): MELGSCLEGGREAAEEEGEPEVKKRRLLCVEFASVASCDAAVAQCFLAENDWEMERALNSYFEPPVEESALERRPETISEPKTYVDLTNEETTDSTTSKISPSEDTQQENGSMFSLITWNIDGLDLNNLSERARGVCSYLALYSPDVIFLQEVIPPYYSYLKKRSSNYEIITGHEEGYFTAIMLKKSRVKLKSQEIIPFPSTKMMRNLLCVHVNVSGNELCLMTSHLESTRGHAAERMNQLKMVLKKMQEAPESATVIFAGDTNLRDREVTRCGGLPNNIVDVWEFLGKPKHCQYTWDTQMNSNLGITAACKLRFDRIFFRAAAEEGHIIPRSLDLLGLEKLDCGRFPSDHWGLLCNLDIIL
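Test system: human TDP2 enzyme; Input: 120 nM TDP2 per well; Buffer or medium: Mg2+-containing Tris-HCl buffer, pH 7.5; Reagent: 5 mM T5PNP; Dosing: 12.8 µM single point, 1% DMSO; Incubation: reaction 2 h, 37 °C; Detection: p-Nitrophenol epi absorbance; Read-out: % inhibition relative to enzyme-containing and enzyme-free wells; Replicates: single well per compound.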
MBD2 DNA inh: inhibitors of human MBD2 binding to methylated oligonucleotide; TR-FRET; inhibition, % at 4.4 µM; 370,000 tested, 0.31% active; AID 686964; in the data active means inhibition above about 13%
UHRF1 binding: human UHRF1 methylated DNA binding inhibitors; UHRF1 binding to methylated oligo, TR-FRET; inhibition, % at 4.4 µM; 370,000 tested, 0.75% active; AID 687016; in the data active means inhibition above about 21%;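 further: UHRF1 SRA domain binding a hemimethylated CpG hairpin DNA probe; 0% = median of test compound wells and 100% = reference inhibitor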
proKLK7 act: activators of human kallikrein-7 zymogen; activation, % at 7 µM; purified proKLK7, EDANS-DABCYL substrate fluorescence; 100% is mature enzyme control, 0% vehicle; P49862; 370,000 tested, 0.9% active;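 active means activation above the mean of all tested compounds plus 3 SD, computed per campaign excluding outliers beyond control limits, cut at about 13% in these data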
Target sequence (P49862 whole entry, looked up): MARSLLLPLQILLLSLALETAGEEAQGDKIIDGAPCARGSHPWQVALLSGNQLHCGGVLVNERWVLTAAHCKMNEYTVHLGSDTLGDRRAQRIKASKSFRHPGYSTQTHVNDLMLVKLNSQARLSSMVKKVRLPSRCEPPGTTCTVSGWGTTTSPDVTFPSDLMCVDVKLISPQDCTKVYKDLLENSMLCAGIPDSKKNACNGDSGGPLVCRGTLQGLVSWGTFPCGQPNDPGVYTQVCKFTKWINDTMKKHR
PRMT1 FP inh: inhibitors of human PRMT1; Q99873; recombinant PRMT1, activity-based probe fluorescence polarization; inhibition, % at 2.79 µM; 370,000 tested, 1.3% active; AID 652257;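 active means inhibition above about 21% made by adding two undisclosed values, limit read from the data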
Target sequence (Q99873 whole entry, looked up): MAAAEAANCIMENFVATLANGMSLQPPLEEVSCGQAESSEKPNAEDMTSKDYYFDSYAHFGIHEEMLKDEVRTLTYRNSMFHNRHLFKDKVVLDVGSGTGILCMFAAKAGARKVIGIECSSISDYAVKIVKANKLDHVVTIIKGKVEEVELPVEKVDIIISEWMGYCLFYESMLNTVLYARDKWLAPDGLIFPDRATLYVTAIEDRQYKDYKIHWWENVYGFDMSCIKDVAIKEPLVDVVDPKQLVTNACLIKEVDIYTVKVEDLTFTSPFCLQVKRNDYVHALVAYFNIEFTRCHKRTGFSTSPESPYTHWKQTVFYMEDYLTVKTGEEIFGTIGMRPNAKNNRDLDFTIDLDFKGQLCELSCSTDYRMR
LEDGF integ inh: blocks HIV-1 LEDGF/p75-dependent DNA integration; 370,000 tested, 0.64% active; inhibition, % at 3.7 µM; TR-FRET IN-LEDGF/p75 DNA integration, Eu/Cy5; AID 743269;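 active means inhibition above the screen-wide mean plus 3 SD, cut at about 13% in these data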;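 further: signal is the Cy5 over europium emission ratio at 671 and 618 nm; 0% = plate median of compound wells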
* marks the source's active call; other numbers are inactive results. Not all compounds are listed; the hit share may differ from the screen's.

SMILES | DDE Tn6 FP inh | SIAE primary | TCR-CD3 inh | Tn7 DDE FP | TDP2 inh | MBD2 DNA inh | UHRF1 binding | proKLK7 act | PRMT1 FP inh | LEDGF integ inh
CC(C)[C@]12CC(=O)[C@H](C)[C@H]1C2 | 12 | 1 | 1 | -3 | 2 | 1 | -1 | 0.7 | -3 | 3
Cc1nn(Cc2ccccc2Cl)c(Cl)c1C(=O)OCC(=O)NCc1ccco1 | -6 | 14 | 5 | 5 | 7 | 0 | 0 | 0.4 | 0 | 1
N=C1c2ccccc2CN1NC(=O)c1ccc(F)cc1 | 2 | -2 | 2 | 2 | -10 | -3 | 0 | 0.2 | 0 | -2
COc1ccc(-c2nn(CCC#N)cc2C(=O)Nc2ccccc2Br)cc1[N+](=O)[O-] | -5 | -3 | 1 | -4 | -12 | 2 | 0 | -0.1 | 2 | -5
COc1ccc(CCC(=O)NCCc2cnc[nH]2)cc1 | 11 | 1 | -1 | -2 | 9 | 2 | 0 | -0.7 | -1 | 0
Cc1ccc(C2(O)CCN3CCCCC32)cc1 (centres undefined) | 7 | -1 | 2 | -1 | -3 | -3 | 2 | 0.3 | 0 | 1
CCN1CCN(Cc2nnnn2C(C)(C)C)CC1 | 11 | 0 | 2 | 9 | 5 | -6 | 0 | 0.0 | -2 | 0
CC(=O)NN1C(=O)c2ccccc2NC1c1cccnc1 (centres undefined) | 8 | -1 | 0 | 1 | -6 | 3 | 7 | 12 | -2 | -4
CN[C@@H](C)[C@@H](O)c1ccccc1 | 5 | -1 | 2 | 9 | 1 | -3 | 1 | -0.2 | 2 | -2
O=c1[nH]c(=O)n(CCc2ccccc2)c(O)c1C=NCc1ccc2c(c1)OCO2 | 1 | -6 | 3 | 5 | 8 | 10 | 1 | -0.6 | 2 | -1
C=CCn1c(O)c(C(CC)=Nc2ccc(N(CC)CC)cc2)c(=O)[nH]c1=O | -3 | 8 | 0 | -2 | 9 | 0 | -7 | 0.0 | 1 | 1
CC(C)(C)c1ccc(C(=O)C2CCCN(C3CCC3)C2)cc1 (centres undefined) | -6 | 5 | -6 | -1 | 1 | -5 | -1 | -0.2 | -3 | 5
CC(C)(C)n1nnnc1C(c1cc2ccccc2o1)N1CCC2(CC1)C(=O)NCN2c1ccccc1 (centres undefined) | 7 | -9 | -1 | -4 | -3 | -1 | -1 | 0.9 | -1 | 3
CC(C)Oc1cccc(C(=O)C2CCCN(Cc3ccon3)C2)c1 (centres undefined) | 0 | 11 | 5 | 6 | 7 | -3 | -1 | -0.3 | -4 | 3
CN1C(=O)N(C)C(=O)C2(Cc3ccccc3N3CCCC32)C1=O (centres undefined) | -5 | 5 | -4 | -6 | 4 | 0 | 0 | -3.9 | -4 | -2
O=c1c2ccccc2[nH]c(=S)n1-c1ccc2c(c1)OCO2 | 2 | 2 | 4 | 6 | -7 | 0 | 0 | 0.2 | -2 | -3
COc1ccccc1OC(=O)c1ccc(C)c(S(=O)(=O)N2CCOCC2)c1 | -2 | 0 | -1 | 3 | -4 | -2 | 0 | 0.2 | -1 | -2
CCCC1=C(C(=O)OCC)C2(C(=O)Nc3ccccc32)C(C#N)=C(N)O1 (centres undefined) | -4 | -2 | -6 | 4 | -4 | 5 | 3 | 0.5 | 1 | 1
CC(C)S(=O)(=O)N1Cc2ccccc2-n2nncc2C1 | 1 | 0 | 4 | -1 | 9 | -5 | -1 | -0.3 | -10 | 2
CC(C)S(=O)(=O)N1Cc2ccc(Br)cc2-n2nncc2C1 | 3 | 1 | -1 | -5 | -4 | -2 | 2 | 0.1 | -1 | -6
CCOc1ccccc1N1C(=O)CC(=O)NC1=O | 1 | 1 | 4 | -3 | 3 | -4 | -2 | -0.4 | -1 | 2
Cc1ccc2cccc(OC(=O)N(C)c3ccccc3)c2n1 | -8 | 1 | 5 | -5 | 4 | 1 | -1 | -0.7 | 0 | -2
Fc1cccc(F)c1-c1nc(-c2ccc(Cl)cc2)no1 | -4 | -8 | -6 | 5 | -8 | 7 | 7 | -0.3 | 9 | 6
CC(Cc1ccccc1)[n+]1cc(/N=C(\[O-])N(C)C)on1 (centres undefined) | -3 | 2 | 3 | -3 | -2 | -1 | 2 | 0.2 | 0 | -2
CC(C)(C)n1nnnc1C(c1cccs1)N1CCC2(CC1)C(=O)NCN2c1ccccc1 (centres undefined) | 2 | -4 | 2 | 4 | 4 | 2 | -1 | -0.7 | -1 | 1
SMILES | DDE Tn6 FP inh | SIAE primary | TCR-CD3 inh | Tn7 DDE FP | TDP2 inh | MBD2 DNA inh | UHRF1 binding | proKLK7 act | PRMT1 FP inh | LEDGF integ inh
CC(C)(O)C(=O)Nc1ccc([N+](=O)[O-])c(C(F)(F)F)c1 | -8 | 9 | 2 | -2 | 3 | 0 | -1 | 0.0 | 1 | 1
COc1ccccc1C1CC2CCC(C1OC(C)=O)N2Cc1ccccc1 (centres undefined) | -11 | -8 | -10 | -4 | -4 | 0 | 1 | 0.3 | 5 | 0
O=C(CCc1nnc2ccc(NCc3ccccc3)nn12)N1CCC2(CC1)OCCO2 | -4 | 4 | -3 | -2 | 7 | 0 | 1 | -0.4 | 0 | -3
COc1ccc(N2C(=O)/C(=C/c3ccc(C)o3)C(=O)NC2=S)c(OC)c1 | 5 | 5 | 17 | -1 | 1 | -1 | 3 | -0.6 | 18 | 11
C/C(=N\N1CCCCCC1)c1c(O)n(-c2ccccc2)c(=O)[nH]c1=O | -8 | 50* | -5 | -8 | -6 | -4 | -1 | 0.5 | 1 | 8
Nc1ccc(Sc2ccc(N)cc2)cc1 | -3 | 7 | 6 | -7 | -1 | -4 | 2 | 0.3 | 5 | 1
CCC(=NCCN1CCCCC1)c1c(O)n(C)c(=O)n(C)c1=O | 3 | 2 | -1 | -3 | 3 | 0 | -2 | -0.2 | 1 | 2
O=C(c1c[nH]c2ccc(S(=O)(=O)N3CCC4(CC3)OCCO4)cc2c1=O)N1CCC2(CC1)OCCO2 | 0 | 4 | 3 | -1 | 1 | -1 | 1 | -22 | -4 | 4
CCCCCCn1c(O)c(C=NCCN2CCCCC2)c(=O)[nH]c1=O | 2 | -6 | -3 | -4 | 6 | 3 | 3 | 0.7 | 0 | 0
Cc1ccc(S(=O)(=O)N2CC3CC(C2)c2cccc(=O)n2C3)cc1 (centres undefined) | -1 | -3 | -5 | 8 | 8 | 4 | 2 | 0.2 | 1 | -3
COC(=O)C1=C(c2ccc(OC)c(OC)c2)C[C@@H]2CC[C@H]1N2C(=O)NC1Cc2ccccc2C1 | -2 | 6 | 1 | -3 | 8 | 0 | -1 | -0.3 | 2 | -4
CCOC(=O)C1(c2ccccc2)CCN(CCC(=O)Nc2ccccc2OC)CC1 | -6 | 2 | 7 | -1 | -16 | -7 | 3 | 0.5 | -5 | 1
COC(=O)C1=C(c2ccc(S(C)(=O)=O)cc2)C[C@@H]2CC[C@H]1N2C(=O)NCc1ccc(F)cc1 | -4 | -1 | 3 | 1 | -11 | -3 | -5 | 0.8 | 2 | 0
COc1ccc(CC2NCC(O)C2OC(C)=O)cc1 (centres undefined) | 4 | 6 | 12 | 1 | 1 | 1 | 2 | -0.3 | -6 | -3
CC(Cc1ccccc1)NC=O (centres undefined) | -1 | 5 | -9 | -5 | 5 | 0 | -1 | -1.2 | -6 | -4
Cn1c(O)c(C(=N)COc2cccc(Cl)c2)c(=O)n(C)c1=O | 4 | 6 | 5 | 2 | -3 | -4 | -3 | -0.8 | -4 | -4
CCCc1nc2ccccc2c(=O)n1-c1ccc(OC)cc1 | -4 | -1 | 3 | -9 | -11 | -5 | 2 | -0.1 | -1 | 0
Cc1cccc(-n2c(-c3cccs3)nc3ccccc3c2=O)c1 | 3 | -8 | -1 | 5 | 0 | 6 | 2 | 0.1 | 0 | 6
CN(C)c1ccc(C=C2C(=O)NC(=S)NC2=O)cc1[N+](=O)[O-] | -1 | 2 | -11 | 2 | -4 | -3 | -4 | -0.5 | 14 | -5
C=CCn1c(C)c(C=C2C(=O)NC(=O)NC2=O)c2ccccc21 | -1 | 4 | -2 | -7 | 16 | -2 | -8 | -0.5 | 3 | 3
COc1ccc(CN2Cc3cc(N4CCOCC4)ccc3-n3nncc3C2)cc1 | -3 | 3 | -4 | -3 | 1 | -4 | -3 | 0.2 | -2 | 1
COc1ccc(C2SCC(=O)Nc3c2c(=O)[nH]n3C2CCCCC2)cc1 (centres undefined) | 0 | 8 | -2 | 0 | 7 | 1 | 1 | -0.3 | 1 | -3
CCCCC(=O)N/N=C/c1c(O)n(-c2cccc3ccccc23)c(=O)[nH]c1=O | -2 | -2 | -3 | 2 | -20 | 2 | 7 | 0.0 | 4 | 0
CCC(=NCCN1CCOCC1)c1c(O)n(-c2ccccc2C)c(=O)[nH]c1=O | 0 | 1 | -7 | 1 | 5 | -1 | -1 | -0.4 | 3 | -1
COC(=O)C1=C(c2ccc(OC(F)(F)F)cc2)C[C@@H]2CC[C@H]1N2C(=O)NCc1cccc2ccccc12 | -7 | -20 | 1 | 1 | -2 | -2 | -1 | 0.1 | 3 | -1
O=C(O)c1cccc2nc3ccccc3nc12 | 5 | 8 | 2 | -1 | 3 | -3 | -3 | 0.0 | -3 | 7
CC1[C@H]2Cc3ccc(O)cc3[C@]1(C)CCN2C (some centres undefined) | 1 | 1 | -2 | 4 | -1 | -1 | -5 | -0.4 | -3 | 2
COc1cccc(N2C(=O)NC(=O)/C(=C\c3cn(C)c4ccccc34)C2=O)c1 | 1 | -7 | -1 | 0 | 5 | -3 | -2 | -23 | 4 | 9
O=C(Nc1ccccc1)c1cccn(Cc2ccccc2)c1=O | 7 | -1 | -5 | -2 | -5 | 6 | 4 | 0.3 | 0 | 0
COc1ccc(C(=O)Oc2cccc3cccnc23)cc1S(=O)(=O)N1CCOCC1 | -6 | -1 | 2 | 0 | -2 | 0 | 0 | -0.1 | 1 | 0
